NCI-60 one-dose screen, 48 h, at 10 µM unless noted. Numbers give growth in % (100 = growth as untreated, 0 = no growth, -100 = all killed).
OVCAR-4 = OVCAR-4 ovarian cancer cells; 80,000 tested, 3.7% active
OVCAR-3 = OVCAR-3 ovarian cancer | 79,000 tested, 7% active | AID 1794787
SK-OV-3 = SK-OV-3 ovarian cancer cells. 80,000 tested, 3.2% active
IGROV1 = IGROV1 ovarian cancer | 79,000 tested, 4.7% active | AID 1794786
NCI-H226 = NCI-H226 lung cancer; 79,000 tested, 3.5% active; AID 1794732
NCI/ADR-RES = NCI/ADR-RES ovarian cells. 81,000 tested, 4.4% active. AID 1794790
NCI-H23 = NCI-H23 lung cancer; 80,000 tested, 4% active; AID 1794731
SN12C = SN12C renal cancer cells. 81,000 tested, 3.8% active. AID 1794767
OVCAR-5 = OVCAR-5 ovarian cancer; 82,000 tested, 2.9% active; AID 1794783
* marks the source's active call; other numbers are inactive results; nt = no result given; & = joins results of further samples. How the source made its calls: active means growth percent below 10; inactive means the rest.

A first look (8 entries):
Letter code: A = OVCAR-4; B = OVCAR-3; C = SK-OV-3; D = IGROV1; E = NCI-H226; F = NCI/ADR-RES; G = NCI-H23; H = SN12C; I = OVCAR-5
Structure: CC1=NN(c2nc(-c3ccc(F)cc3)c(C#N)c(N3CCOCC3)n2)C(=O)C1
  A: 76	B: 67	C: 73	D: 99	E: 93	F: 95	G: 73	H: 96	I: 97

Structure: Cc1ccc(N2CCN(CC(O)COc3cccc4ccccc34)CC2)cc1 (stereo not given)
  A: 94	B: nt	C: 109	D: 95	E: 131	F: 94	G: 103	H: 112	I: 111

Structure: CCCCN(CCCC)C(=O)c1ccccc1C
  A: 99	B: 106	C: 106	D: 85	E: 92	F: 101	G: 100	H: 93	I: 103

Structure: C=CCC(CCC(CC=C)C(=O)O)C(=O)O (stereo not given)
  A: 99	B: 99	C: 101	D: 108	E: 96	F: 105	G: 111	H: 101	I: 117

Structure: NCC(=O)OC(c1ccccc1)(c1ccccc1)c1ccccc1
  A: 97	B: 105	C: 98	D: 98	E: 99	F: 108	G: 109	H: 103	I: 102

Structure: COc1ccc(NC(=O)Nc2ccc(-c3ccc(OC)c(OC)c3)nc2C)cc1
  A: 30	B: 102	C: 75	D: 77	E: 58	F: 85	G: 67	H: 64	I: 98

Structure: C=C(Cl)COC(=O)C(C)(C)O
  A: 93	B: 109	C: 97	D: 109	E: 113	F: 95	G: 99	H: 107	I: 102

Structure: OC(c1cccc2ccccc12)c1nccn1Cc1ccccc1 (stereo not given)
  A: 89	B: 109	C: 98	D: 70	E: 96	F: 93	G: 88	H: 92	I: 83

This part in full (from the top)
Letter code: A = OVCAR-4; B = OVCAR-3; C = SK-OV-3; D = IGROV1; E = NCI-H226; F = NCI/ADR-RES; G = NCI-H23; H = SN12C; I = OVCAR-5
Structure: CC1=NN(c2nc(-c3ccc(F)cc3)c(C#N)c(N3CCOCC3)n2)C(=O)C1
  A: 76	B: 67	C: 73	D: 99	E: 93	F: 95	G: 73	H: 96	I: 97

Structure: Cc1ccc(N2CCN(CC(O)COc3cccc4ccccc34)CC2)cc1 (stereo not given)
  A: 94	B: nt	C: 109	D: 95	E: 131	F: 94	G: 103	H: 112	I: 111

Structure: CCCCN(CCCC)C(=O)c1ccccc1C
  A: 99	B: 106	C: 106	D: 85	E: 92	F: 101	G: 100	H: 93	I: 103

Structure: C=CCC(CCC(CC=C)C(=O)O)C(=O)O (stereo not given)
  A: 99	B: 99	C: 101	D: 108	E: 96	F: 105	G: 111	H: 101	I: 117

Structure: NCC(=O)OC(c1ccccc1)(c1ccccc1)c1ccccc1
  A: 97	B: 105	C: 98	D: 98	E: 99	F: 108	G: 109	H: 103	I: 102

Structure: COc1ccc(NC(=O)Nc2ccc(-c3ccc(OC)c(OC)c3)nc2C)cc1
  A: 30	B: 102	C: 75	D: 77	E: 58	F: 85	G: 67	H: 64	I: 98

Structure: C=C(Cl)COC(=O)C(C)(C)O
  A: 93	B: 109	C: 97	D: 109	E: 113	F: 95	G: 99	H: 107	I: 102

Structure: OC(c1cccc2ccccc12)c1nccn1Cc1ccccc1 (stereo not given)
  A: 89	B: 109	C: 98	D: 70	E: 96	F: 93	G: 88	H: 92	I: 83

Structure: O=C(O)c1cn(-c2ccc(F)cc2)c2cc(N3CCNCC3)c(F)cc2c1=O
  A: 107	B: 121	C: 106	D: 104	E: 101	F: 105	G: 96	H: 101	I: 102

Structure: O=C1NC(=S)NC(=O)C1=Cc1cccc(C=C2C(=O)NC(=S)NC2=O)c1
  A: 105	B: 108	C: 110	D: 107	E: 99	F: 102	G: 102	H: 95	I: 110

Structure: O=C(O)c1ccc(-c2ccc(/C=N/NC(=O)c3[nH]c4ccc(Br)cc4c3-c3ccccc3)s2)cc1
  A: 22	B: 2.1*	C: 17	D: 15	E: 23	F: 20	G: 8.0*	H: 12	I: 36

Structure: Cc1cc(C)c(C)c(I)c1C
  A: 111	B: 116	C: 100	D: 93	E: 103	F: 104	G: 99	H: 103	I: 111

Structure: Cc1cc(N2CCCC2)nc(N(CCNc2ccnc3cc(Cl)ccc23)Cc2ccco2)n1
  A: 39	B: 14	C: 65	D: 4.9*	E: 25	F: 18	G: 9.6*	H: 29	I: 25

Structure: Fc1ccc(Nc2nc(Nc3ccc(-c4nc5ccccc5[nH]4)cc3)c3cn[nH]c3n2)cc1
  A: 82	B: 20	C: 90	D: 82	E: 87	F: 68	G: 71	H: nt	I: 106

Structure: O=C(NCCc1ccccc1)/C(=C\c1ccc(Cl)cc1Cl)NC(=O)c1ccccc1
  A: 99	B: 94	C: 98	D: 96	E: 101	F: 92	G: 91	H: 96	I: 101

Structure: CCOC(=O)Cc1csc2nc(-c3ccccc3)nn12
  A: 105	B: 117	C: 115	D: 104	E: 101	F: 104	G: 98	H: 106	I: 93

Structure: Cc1ccc(S(=O)(=O)c2nc(-c3ccccc3)oc2S(C)=O)cc1 (stereo not given)
  A: 37	B: -89*	C: 84	D: -51*	E: 63	F: 70	G: 64	H: 40	I: 45

Structure: CCOC(=O)CCN(C(=O)Nc1ccccc1)C1CCCCC1
  A: 113	B: 118	C: 112	D: 93	E: 115	F: 106	G: 102	H: 117	I: 87

Structure: O=[N+]([O-])c1ccc(NS(=O)(=O)c2ccc(Cl)c(Cl)c2)cc1
  A: 63	B: 78	C: 94	D: 89	E: 83	F: 83	G: 81	H: 61	I: 113

Structure: Cc1ccc2c(c1C)N1OC(C2)C[C@H]1c1cccc2ccccc12 (stereo not given in full)
  A: 81	B: 116	C: 94	D: 73	E: 93	F: 87	G: 79	H: 98	I: 84

Structure: Clc1ccc2c(NCCCNc3nccc(Nc4ccc(Br)cc4)n3)ccnc2c1
  A: -9.2*	B: -23*	C: -44*	D: 24	E: 90	F: 0.5*	G: 47	H: -65*	I: 15

Structure: CO/N=C(\C)c1ccc(NC(=O)CN2CCN(c3cc4c(cc3F)c(=O)c(C(=O)O)cn4C3CC3)CC2)cc1
  A: 103	B: 104	C: 88	D: 104	E: 95	F: 103	G: 91	H: 111	I: 107

Structure: O=C(Nc1ccccc1O)c1ccc(Oc2cccc(C(=O)Nc3ccccc3O)c2)cc1
  A: nt	B: 27	C: 27	D: 19	E: nt	F: 5.0*	G: 26	H: 15	I: 51

Structure: O=C(COc1ccc(-c2nc3cc(Cl)c(Cl)cc3[nH]2)cc1)N=Nc1c(O)[nH]c2ccc([N+](=O)[O-])cc12
  A: 68	B: 87	C: 87	D: 81	E: 77	F: 100	G: 72	H: 78	I: 98

Structure: COc1ccccc1NC(=O)Nc1ccc(-c2nc3ccccc3o2)cc1
  A: 95	B: 109	C: nt	D: 104	E: 99	F: 98	G: 99	H: 99	I: 104

Structure: CCCCCCCC/C=C\CCCCCCCC(=O)OCCCCCCCCCCCCCCC
  A: 107&111	B: 108&109	C: 102&112	D: 110&108	E: 96&104	F: nt	G: 109&105	H: 102&113	I: 103&118

Structure: CCOC(=O)CC(S(=O)(=O)c1ccccc1)S(=O)(=O)c1ccccc1
  A: 94	B: 63	C: 112	D: 107	E: 96	F: 104	G: 98	H: 96	I: 109

Structure: N#Cc1cnc(NC2C3CC2C3)nc1-n1cnc2ccccc21 (stereo not given)
  A: 75	B: 91	C: 66	D: 53	E: 85	F: 89	G: 85	H: 84	I: 71

Structure: C#CC(=O)Nc1cccc(Nc2nc3c(c(NCc4ccccc4)n2)CCCC3)c1
  A: -95*	B: -83*	C: -98*	D: -43*	E: -31*	F: 5.1*	G: -61*	H: -31*	I: -45*

Structure: CC1(c2ccccc2)CO1 (stereo not given)
  A: nt	B: 114	C: 107	D: 100	E: 109	F: 113	G: 108	H: 107	I: 97

Structure: COc1ccccc1Cn1cc2c(c1-c1ccccc1)CCCc1cnoc1-2
  A: 91	B: nt	C: 84	D: 82	E: 87	F: 93	G: 90	H: 93	I: 93

Structure: CSc1nc(NCCO)c(C#N)c(-c2cccc([N+](=O)[O-])c2)n1
  A: 105	B: 112	C: 102	D: 98	E: 93	F: 98	G: 99	H: 90	I: 98

Structure: CC(=O)NC1C(O[C@H]2C[C@H]3[C@@H]4CC=C5C[C@@H](O)CC[C@]5(C)[C@H]4CC[C@]3(C)[C@H]2[C@H](C)C(=O)CCC(C)C)OCC(O)C1O (stereo not given in full)
  A: 88	B: 72	C: 38	D: 72	E: 61	F: 89	G: 66	H: 90	I: 74

Structure: CC(=O)c1cc(C(=O)c2ccc(Br)cc2)n2cc(C)cc(C)c12
  A: 93	B: 112	C: 95	D: 86	E: 86	F: 86	G: 102	H: 91	I: 90

Structure: NCCN1CCNCC1
  A: 100	B: 109	C: 101	D: 104	E: 90	F: 102	G: 95	H: 92	I: 94

Structure: O=C(O)C(CCCCN1C(=O)c2ccccc2C1=O)N1C(=O)c2ccccc2C1=O (stereo not given)
  A: 88	B: 101	C: 100	D: 108	E: 107	F: 101	G: 98	H: 99	I: 100

Structure: CCCCCCCC(=O)SCC/C=C/[C@@H]1CC(=O)NCc2cccc(n2)C2=N[C@@](C)(CS2)C(=O)N[C@@H](C(C)C)C(=O)N1
  A: 34	B: 22	C: 10	D: 26	E: 69	F: 87	G: 42	H: 56	I: 26

Structure: N#CCCN1C/C(=C/c2ccccc2)C(=O)/C(=C/c2ccccc2)C1
  A: 41	B: 16	C: 68	D: 56	E: 70	F: 1.6*	G: 79	H: 25	I: 84

Structure: NC(=O)CC1C=CCC1 (stereo not given)
  A: nt	B: 111	C: 105	D: 107	E: 99	F: 109	G: 95	H: 99	I: 97

Structure: O=S(Cc1ccccc1)Cc1ccccc1
  A: 97	B: 103	C: 100	D: 99	E: nt	F: 111	G: 101	H: 100	I: 109

Structure: COCC(O)CN1CCN(c2ccccc2)CC1 (stereo not given)
  A: 98	B: 98	C: 96	D: 91	E: 99	F: 98	G: 91	H: 98	I: 86

Structure: CC(=O)NC(Cc1c[nH]c2ccccc12)C(=O)O (stereo not given)
  A: 114	B: 129	C: 108	D: 114	E: 109	F: 105	G: 102	H: 98	I: 105

Structure: Cc1cc2c(c3c1C(=O)CC3)C(C)(C)C(C)C2(C)C (stereo not given)
  A: 108	B: 113	C: 94	D: 105	E: 103	F: 99	G: 95	H: 104	I: 103

Structure: N#Cc1nc(-c2ccccc2)oc1N1CCC(S(=O)(=O)N2CCCCC2)CC1
  A: 97	B: nt	C: 121	D: 97	E: 94	F: 96	G: 93	H: 96	I: 99

Structure: Fc1ccc(Nc2ncnc3ccc(-c4cnc5[nH]ccc5c4)cc23)cc1Cl
  A: -61*	B: -74*	C: 15	D: -38*	E: 4.9*	F: 14	G: 36	H: -14*	I: 8.7*

Structure: CN(C)c1ccc2nc3ccc(=N)cc-3sc2c1
  A: -8.0*	B: 6.6*	C: 96	D: 49	E: 77	F: 3.5*	G: 15	H: 57	I: 80

Structure: O=C1C2=C(C(=O)c3c(O)ccc(O)c31)N(c1cccnc1)Cc1ccccc1O2
  A: -95*	B: -90*	C: 54	D: nt	E: 19	F: 13	G: -5.9*	H: -44*	I: -40*

Structure: CCOC(=O)c1[nH]n(-c2ccccc2)c(=O)c1/C=N/C(=S)NCc1ccccc1
  A: 94	B: 107	C: 82	D: 109	E: 99	F: 98	G: 99	H: 106	I: 109

Structure: CC(C)CN1CC(C)C(=O)NC1=S (stereo not given)
  A: 111	B: 113	C: 111	D: 109	E: 100	F: 102	G: 96	H: 93	I: 103

Structure: CCOC(=O)c1[nH]c(Cc2[nH]c(C)c(C(=O)OCC)c2C)c(C(=O)OCC)c1C
  A: 71	B: 99	C: 99	D: nt	E: 85	F: 78	G: 90	H: 79	I: 109

Next section:
Letter code: A = OVCAR-4; B = OVCAR-3; C = SK-OV-3; D = IGROV1; E = NCI-H226; F = NCI/ADR-RES; G = NCI-H23; H = SN12C; I = OVCAR-5
Structure: NN1C(=O)c2ccccc2C1=O
  A: 120	B: 103	C: 101	D: 118	E: 110	F: 103	G: 93	H: 112	I: 107

Structure: Cc1ccc(C(=O)NN2C(=O)CSC2c2ccc(N(C)C)cc2)cn1 (stereo not given)
  A: 103	B: 108	C: 109	D: 89	E: 95	F: 100	G: 98	H: 105	I: 108

Structure: S=C(N/N=C/c1cccc(I)c1)NC12CC3CC(CC(C3)C1)C2
  A: 104	B: 105	C: 105	D: 103	E: 96	F: 103	G: 100	H: 87	I: 95

Structure: CN(CC(O)c1ccccc1)c1ccccc1 (stereo not given)
  A: 106	B: 101	C: 106	D: 54	E: 85	F: 107	G: 108	H: 92	I: 101

Structure: CCN(CC)CCn1c(CO)nc2c1c(=O)n(C)c(=O)n2C
  A: 111	B: 111	C: 101	D: 107	E: 89	F: 99	G: 100	H: 96	I: 100

Structure: CCCCCOC(=O)Nc1ncccn1
  A: 102	B: 111	C: 92	D: nt	E: 103	F: 101	G: 97	H: nt	I: 100

Structure: Nc1c(C(=O)Nc2cccc3ccncc23)sc2nc3c(cc12)C(=O)CCC3
  A: 81	B: 3.8*	C: 35	D: 58	E: 74	F: 68	G: 58	H: 55	I: 69

Structure: O=C(N/N=C\c1ccc([N+](=O)[O-])cc1)C1CC1
  A: nt	B: 111	C: 102	D: 100	E: 111	F: 109	G: 115	H: 87	I: 126

Structure: O=C1NC(=S)N/C1=C\c1ccccc1O
  A: 108	B: 118	C: 101	D: 122	E: 108	F: 108	G: 107	H: 88	I: 100

Source: PubChem
